Source: PubChem (several laboratories)
TRPC6 act: mouse TRPC6 channel activation. Q61143. 0.13% of 310,000 active. AID 2550. B-score at 10 µM. HEK293-TRPC6 membrane potential dye fluorescence; hits give high values;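 active means B-score of the integrated fluorescence ratio above library mean plus 3 SD, and starting fluorescence ratio within library mean plus 5 SD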;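 further: higher score means more depolarization so channel activation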
TRPC4 inh: blocks the mouse TRPC4 cation channel; HEK293 TRPC4beta/mu-opioid, DAMGO-evoked Fluo4 calcium flux; hits give low values; Q9QUQ5; B-score at 10 µM; 0.39% of 300,000 active; AID 2247;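 active means B-score over 3 SD under the library average, no early fluorescence shift, positive overall ratio signal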
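System: stable TRPC4beta/mu-opioid receptor HEK293 cells; Dosing: single-point compound dosing; Measured by: Fluo4 Ca2+ flux fluorescence; Read-out basis: per-well B score of integrated baseline-normalized Fluo4 ratio.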
MrgX1 ag: human MrgX1 receptor agonism, primary screen; MrgX1-HEK293 cells, Fluo-4 calcium fluorescence, agonist mode; hits give high values; B-score at 10 µM; 0.44% of 310,000 active; AID 588627;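 active means calcium response B-score plate-corrected fluorescence ratio at least 3 library SD, with starting fluorescence B-score inside 5 SD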
Target sequence (Q96LB2 whole entry, looked up): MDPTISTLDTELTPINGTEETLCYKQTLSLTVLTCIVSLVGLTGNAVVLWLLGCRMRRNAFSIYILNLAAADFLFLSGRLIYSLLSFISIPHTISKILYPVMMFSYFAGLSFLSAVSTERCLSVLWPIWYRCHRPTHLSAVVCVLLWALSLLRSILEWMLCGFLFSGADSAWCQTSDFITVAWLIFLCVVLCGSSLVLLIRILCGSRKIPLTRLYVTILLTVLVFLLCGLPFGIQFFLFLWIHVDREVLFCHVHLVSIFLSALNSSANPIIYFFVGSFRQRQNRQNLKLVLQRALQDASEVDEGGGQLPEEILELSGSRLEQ
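Material: MrgX1-expressing HEK293 cells; input: 15,000 cells per well; doses: test compound given as first of three sequential additions; schedule: overnight plating before 1 h dye loading; technique: Fluo-4 NW calcium-flux fluorescence, kinetic read; evaluation: baseline-normalised fluorescence change ratio, B-scored; control set: plate-wise positive and negative controls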
RGS4 act: RGS4 potentiation or activation; B-score at 10 µM; 0.92% of 310,000 active; HEK293 M3R/inducible RGS4, carbachol calcium flux Fluo4; hits give low values; AID 463111;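 active means B-score of the integrated calcium signal more than 4 SD below the library mean, with starting fluorescence not abnormally high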;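 further: negative B-score means reduced calcium response which marks RGS4 activation or potentiation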
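Assay system: HEK293 FlpIn-TREx cells, stable M3R, doxycycline-inducible RGS4 / Probe or stimulus: carbachol, ECmax concentration / Times: overnight RGS4 induction, 30 min dye load 37 °C, 20 min compound RT / Signal: kinetic calcium fluorescence imaging with Fluo4-AM dye, 2 µM / Measure: Agonist-evoked peak-minus-minimum fluorescence over baseline, integrated ratio, B score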
SKKanGAS inh: inhibitors of SKKanGAS S. pyogenes growth in kanamycin (SK-promoter or general growth effect); BacTiter-Glo, 6 h; inhibition, % at 7.5 µM; 1.3% of 300,000 active; AID 1662;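 active means mean replicate score, as percent of positive control median, at least 50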;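 further: strain carries kanamycin resistance gene driven by streptokinase promoter and grows in 40 µg/ml kanamycin; loss of luminescence reflects streptokinase promoter inhibition or plain growth inhibition; 0% = median of DMSO wells and 100% = positive control at its reference dose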
Platelet DG rel: modulates dense granule release in human platelets. human platelet-rich plasma, SFLLRN dense granule ATP release, luminescence. inhibition, %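 (compounds screened at 7.5 µM in platelet-rich plasma)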. 0.22% of 300,000 active. AID 1663;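 active means mean replicate score, as percent of positive control, at or above 50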
TRPC6 inhibitor: mouse TRPC6 channel inhibition; B-score at 10 µM; HEK293-TRPC6, membrane potential dye, ACh-evoked depolarization; hits give low values; Q61143; 1.1% of 310,000 active;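 active means B-score under library mean minus 3 SD, initial fluorescence not abnormally high, positive integrated signal ratio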;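 further: B-score derived from integrated fluorescence ratio over the kinetic read; more negative B-score means stronger inhibition of depolarization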
MrgX1 allo act: human MrgX1 positive allosteric modulation, primary screen; Q96LB2; MrgX1-HEK293, Fluo-4 calcium flux, FDSS; hits give high values; B-score at 10 µM; 0.63% of 310,000 active;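 active means plate-corrected calcium response at least 3 library SD above typical, normal starting fluorescence, not activating the receptor alone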;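 further: compound read alongside a low EC10 to EC30 dose of BAM8-22 agonist; peak minus trough fluorescence over baseline measured at the second addition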
MrgX1 antag: human MrgX1 receptor antagonism, primary screen. MRGX1-HEK293 calcium flux, Fluo-4, BAM8-22 antagonism; hits give low values. B-score at 10 µM. 1.3% of 310,000 active;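 active means calcium-response B-score plate-corrected more than 3 library SD below zero, starting fluorescence within 5 deviations, no agonist response on first addition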;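 further: peak minus trough fluorescence over baseline after final BAM8-22 challenge near maximal dose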
RGS4 inh: human RGS4 inhibition; 0.45% of 310,000 active; B-score at 10 µM; P49798; HEK293 M3R/RGS4 inducible, Fluo-4 calcium flux; hits give high values; triggered by carbachol at its EC20; AID 463165;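 active means B-score, a plate-corrected calcium signal, over three deviations above library mean, with baseline fluorescence within five deviations of library mean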;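 further: RGS4 expression induced by doxycycline in cells with stable M3 receptor; B-score is computed from the integrated fluorescence ratio over baseline after carbachol; higher B-score means a larger calcium signal and so more RGS4 inhibition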
Target sequence (P49798 whole entry, looked up): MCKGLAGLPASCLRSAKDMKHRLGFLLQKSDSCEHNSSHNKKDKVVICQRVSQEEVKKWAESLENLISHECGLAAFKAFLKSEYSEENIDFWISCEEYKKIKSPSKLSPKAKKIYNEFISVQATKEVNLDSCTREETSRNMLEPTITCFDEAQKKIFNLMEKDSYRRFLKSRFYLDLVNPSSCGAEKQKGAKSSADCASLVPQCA
HIF act: HIF pathway transcriptional activation. AID 1910. U2OS HRE-luciferase reporter, luminescence; normalized: DMSO 0%, desferrioxamine 100%. activation, % at 7.5 µM (by protocol). 0.32% of 300,000 active;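 active means mean activation of at least 10% of the iron chelator positive control signal, with at least half of replicates also reaching 10%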
Numbers without * were called inactive; i = inactive; x = no result given.

Each structure is followed by: TRPC6 act, TRPC4 inh, MrgX1 ag, RGS4 act, SKKanGAS inh, Platelet DG rel, TRPC6 inhibitor, MrgX1 allo act, MrgX1 antag, RGS4 inh, HIF act
Cc1cc(C)c2oc(=O)cc(CN3CCC(C)CC3)c2c1
  i, i, i, i, 3, -1, i, i, i, i, -5.1
C/C(=N\NC(=O)C1CC1c1ccccc1)c1cccs1 (stereo not drawn)
  i, i, i, i, 0, 2, i, i, i, i, -0.2
CCN(CC)CCCNC(=O)c1cn(CC)c2ccc(S(=O)(=O)N3CCc4ccccc4C3)cc2c1=O
  i, i, i, i, 2, 10, i, i, i, i, 0.6
CCC(=O)N1CCc2cc(Br)cc(S(=O)(=O)N(C)c3ccc(OC)cc3)c21
  i, i, i, i, 2, 1, i, i, i, i, -0.4
Cn1c(=O)c2c(nc(Sc3ncnn3CC(=O)N3CCOCC3)n2C)n(C)c1=O
  i, i, i, i, -1, 0, i, i, i, i, 0.2
CNC(=O)CN1C(=O)CSc2nc(C)cc(C)c21
  i, i, i, i, -5, -11, i, i, i, i, x
CNC(=O)CSc1nnc(-c2cccs2)o1
  i, i, i, i, 7, -1, i, i, i, i, -0.3
Cc1ccc(S(=O)(=O)NC(C)(C)C)cc1C(=O)OC(C)C(=O)NC1CC1 (stereo not drawn)
  i, i, i, i, -2, -6, i, i, i, i, 0.1
CN(C)C=Nc1nonc1-c1ncn[nH]1
  i, i, i, i, -5, -13, i, i, i, i, -0.2
CCCCCCn1c(-c2ccco2)nc2oc3cc(OC)ccc3c(=O)c2c1=O
  i, i, i, i, 36, -6, i, i, i, i, 0.0
COc1ccc(N(C)S(=O)(=O)c2cccc(C(=O)OCC(=O)Nc3sc4c(c3C#N)CCCCC4)c2)cc1
  i, i, i, i, 11, 18, i, i, i, i, 0.0
CCc1cc2ccc(C)cc2nc1SCC(=O)NC1CCCC1
  i, i, i, i, -2, 2, i, i, i, i, 0.0
CC/C(=N\NC(=O)c1ccc2c(c1)OCO2)C12CC3CC(CC(C3)C1)C2
  i, i, i, i, 0, 2, i, i, i, i, -5.8
Cc1noc(/C=C/N(C)C)c1S(=O)(=O)N1CCCC(C(=O)NCc2cccs2)C1 (stereo not drawn)
  i, i, i, i, -3, 3, i, i, i, i, -0.1
O=C(O)c1ccccc1/C=N/Nc1nc(N2CCCCC2)nc(N2CCCCC2)n1
  i, i, i, i, -10, 6, i, i, -6.6*, i, -0.3
CCCN1CCN(CCCNC(=O)Cn2cc3c(n2)CCCC3)CC1
  i, i, i, i, -4, -2, i, i, i, i, -0.2
Cc1nn(CCCC(=O)NCc2ccco2)c(=O)c2nn(-c3ccccc3)c(C)c12
  i, i, i, i, -3, -7, i, i, i, i, 0.1
CCn1cc(C(=O)O)c(=O)c2cc(F)c(N3CCN(S(=O)(=O)c4ccc(NC(C)=O)cc4)CC3)cc21
  i, i, i, i, 53*, 2, i, i, i, i, 0.0
Cc1cccc2cc(C3CC(c4ccco4)=NN3S(C)(=O)=O)c(Cl)nc12 (stereo not drawn)
  i, i, i, i, 8, -1, i, i, i, i, 0.1
CC1=NN(C(=O)c2csc(C(C)C)c2)C(O)(C(F)(F)F)C1 (stereo not drawn)
  i, i, i, i, -3, -1, i, i, i, i, x
O=C(O)CCS(=O)(=O)c1cccc2cccnc12
  i, i, i, i, 9, 2, i, i, i, i, 0.0
COCCNC(=O)C1CCC(=O)N1S(=O)(=O)c1ccc(C)cc1 (stereo not drawn)
  i, i, i, i, -1, -1, i, i, i, i, 0.3
C=CCn1c(C)cc(C(=O)COC(=O)C2CC(=O)N(Cc3ccccc3)C2)c1C (stereo not drawn)
  i, i, i, i, -4, -2, i, i, i, i, 0.7
CCCn1c(=N)n(CC(O)COc2cccc(C)c2)c2ccccc21 (stereo not drawn)
  i, i, i, i, 4, -3, i, i, i, i, 0.0
Cc1ccc(S(=O)(=O)N2CCN(S(=O)(=O)N(C)C)CC2)c(C)c1
  i, i, i, i, 2, 2, i, i, i, i, -0.2
Cc1ccc(S(=O)(=O)Nc2nc(C)c(C(=O)NNS(=O)(=O)c3cc(C)ccc3C)s2)cc1
  i, i, i, i, 5, -5, i, i, i, i, -0.3
COC(=O)C1=C(C)N(C)C(=O)NC1c1c(OC)ccc2ccccc12 (stereo not drawn)
  i, i, i, i, -2, -2, i, i, i, i, -0.4
O=C1c2ccccc2C(Nc2ccc(S(=O)(=O)N3CCCCCC3)cc2)N1c1ccccn1 (stereo not drawn)
  i, i, i, i, -2, 6, i, i, i, i, 0.0
CCOc1ccc(NC(=O)CCN2CCN(S(=O)(=O)c3ccc(F)cc3)CC2)cc1
  i, i, i, i, -2, 32, i, i, i, i, -0.5
COc1ccc(NC(=O)CSC2CCCCC2)cc1
  i, i, i, i, -3, 10, i, i, i, i, 1.5
COCc1ccc(C(=O)N2CCCC(C(=O)c3cccc(C(F)(F)F)c3)C2)o1 (stereo not drawn)
  i, i, i, i, -3, 0, i, 32*, i, i, 0.2
O=C(NCCCCCCNC(=O)c1cncc(O)c1)c1cncc(O)c1
  i, i, i, i, 0, 13, i, i, i, i, 0.5
CCOc1ccc(S(=O)(=O)N2CCC(C(=O)NCc3cccnc3)CC2)cc1Cl
  i, i, i, i, -3, -1, i, i, i, i, -0.4
Fc1ccc(NC(=S)N2CCCC(c3ccccc3)=N2)cc1
  i, i, i, i, -4, 10, i, i, i, i, 0.0
COc1ccccc1N1CCN(C(=S)NC(=O)/C=C/c2ccc(F)cc2)CC1
  i, i, i, i, -10, 9, i, i, i, i, 0.3
COc1cccc(CN(C)Cc2nc(C3CC3)no2)c1
  i, i, i, i, 2, 4, i, i, i, i, 0.4
CCOC(=O)/C(=N\Nc1cccc(Cl)c1)Sc1nnc(-c2ccc(OC)cc2)n1C
  i, i, i, i, 5, -2, i, i, i, i, -0.4
CCOC(=O)c1[nH]c(C)c(C(=O)Nc2ccccc2F)c1C
  i, i, i, i, 1, -3, i, i, i, i, 1.9
COc1ccc(-c2nc(C3CCCCC3)c3cc(OC)ccc3n2)cc1
  i, i, i, i, 7, 0, i, i, -5*, i, 0.2
Cc1c(C)c2ccc(OCC(=O)N3CCC[C@@H]3C(=O)O)c(C)c2oc1=O
  i, i, i, i, 0, 17, i, i, i, i, 0.1
COc1ccc(C2=NOC(Cn3nc(C(=O)NCc4cccs4)cc3-c3ccccc3)C2)cc1 (stereo not drawn)
  i, i, i, i, 11, -1, i, i, i, i, 0.4
O=C(c1ccc(Cl)cc1[N+](=O)[O-])N(Cc1ccccc1)Cc1ccccc1
  i, i, i, i, 9, 9, i, i, i, i, 0.1
O=C(NCCCN1CCCC1=O)c1ccc2c(=O)n(-c3ccccc3F)c(=S)[nH]c2c1
  i, i, i, i, 6, 5, i, i, i, i, -0.5
N#CCOC(=O)[C@H](Cc1c[nH]c2ccccc12)NS(=O)(=O)c1ccc(Cl)cc1
  i, i, i, i, -1, -1, i, i, i, i, 0.8
O=C(COC(=O)C1(c2ccccc2F)CCCC1)N1CCc2ccccc21
  i, i, i, i, -4, -1, i, i, i, i, 0.1
O=C(NCCCN1CCCC1=O)c1ccc(S(=O)(=O)Nc2ccccc2)cc1
  i, i, i, i, 0, x, i, i, i, i, 1.3
CCOC(=O)c1ccc(S(=O)(=O)NCC(c2ccc(N(C)C)cc2)c2c[nH]c3ccccc23)cc1 (stereo not drawn)
  i, i, i, i, 33, 0, i, i, i, i, -0.2
Cc1cc(-c2ccccc2)nc2cc(C(N)=O)nn12
  i, i, i, i, -4, 4, i, i, i, i, -0.2
O=C(NCCc1ccccc1)c1cnc2n(c1=O)CCS2
  i, i, i, i, -30, 2, i, i, i, i, 2.2
O=C(Nc1cc(C(F)(F)F)ccc1N1CCOCC1)c1cccs1
  i, i, i, i, -6, 2, i, i, i, i, 1.7
COc1ccc(C(=O)N2CCOC2CNC(=O)C(=O)NCCc2ccccc2OC)cc1 (stereo not drawn)
  i, i, i, i, 0, -10, i, i, i, i, -0.1
COc1ccc(Cn2c(-c3ccc(Cl)cc3)c[n+]3ccccc23)cc1
  i, i, i, i, -1, -2, -8*, i, i, i, 3.1
O=C(c1ccc(S(=O)(=O)N2CCOCC2)cc1)N(c1ccc(F)cc1)C1C=CS(=O)(=O)C1 (stereo not drawn)
  i, i, i, i, -4, 11, i, i, i, i, 0.0
O=C(c1cc2c(=O)n3ccccc3nc2s1)N1CCOCC1
  i, i, i, i, -10, -1, i, i, i, i, 1.9
CCOc1ccc(/C(O)=C2/C(=O)C(=O)N(CCCn3ccnc3)C2c2cccs2)cc1Cl (stereo not drawn)
  i, i, i, i, -6, 1, i, i, i, i, 1.0
Cc1c(NC(=O)c2ccccc2NS(=O)(=O)c2ccc(Br)cc2)c(=O)n(-c2ccccc2)n1C
  i, i, i, i, -1, -1, i, i, i, i, -0.4
CC(C)CCN1CCN=C1Nc1ccccc1
  i, i, i, i, 1, 1, i, i, i, i, 0.1
CN(C)S(=O)(=O)N1CCCC(C(=O)c2ccc(C(F)(F)F)cc2)C1 (stereo not drawn)
  i, i, i, i, -6, 1, i, i, i, i, -0.4
Cc1cc(C)c(C)c(S(=O)(=O)N2CCC(C(=O)Nc3ccncc3)CC2)c1C
  i, i, i, i, 29, 2, i, i, i, i, -1.2
Cc1c(Nc2nc3ccccc3nc2NS(=O)(=O)c2ccccc2)c(=O)n(-c2ccccc2)n1C
  i, i, i, i, -2, 9, i, i, i, i, 0.0
COC(=O)c1ccc(CSc2nnc(Nc3cccc(OC)c3)s2)o1
  i, i, i, i, -3, 9, i, i, i, i, 0.3

Looked up above:
Entry for `O=C(NCCc1ccccc1)c1cnc2n(c1=O)CCS2` in SKKanGAS inh: -30
Entry for `C/C(=N\NC(=O)C1CC1c1ccccc1)c1cccs1` (stereo not drawn) in Platelet DG rel: 2
